SRC1 TRFRET art = TR-FRET detection interference compounds, primary screen, artefact control for PPARgamma SRC-1 recruitment agonists, biochemical, TR-FRET emission ratio; TR-FRET detection artefact counter-screen; active compounds read high; 99,000 compounds, 0.34% hits; TR-FRET ratio at 8 µM; in the data active means TR-FRET ratio above about 2300; further: inactives centre near 1800
SRC3 TRFRET art = TR-FRET detection interference compounds, artefact control for PPARgamma SRC-3 recruitment agonists, biochemical, TR-FRET ratio. 99,000 compounds, 0.39% hits. AID 1048, 2008. TR-FRET artefact counter-screen, PPARgamma/SRC-3 format; active compounds read high. TR-FRET ratio at 8 µM; in the data active means TR-FRET ratio above about 2000; further: inactives centre near 1600
* = called active by the depositor; & = joins results of further samples. The list is partial, so the mix of outcomes need not match the whole.

Molecule,SRC1 TRFRET art,SRC3 TRFRET art
CNC(=O)/C(=C/c1ccc2c(c1)OCO2)NC(=O)c1ccc(Br)cc1,1778,1455
O=C(CCCN1CC=C(n2c(=O)[nH]c3ccccc32)CC1)c1ccc(F)cc1,1444&2085,1425&1572
N#CC(CO)(Cc1ccc(OC(F)F)cc1)c1nc2ccccc2[nH]1 (centres undefined),1692,1309
CCN(CC)S(=O)(=O)c1ccc(N2CCOCC2)c(NC(=O)C2COc3ccccc3O2)c1 (centres undefined),2108,1748
CC(NCc1ccc(S(N)(=O)=O)cc1)C(=O)Nc1ccc([N+](=O)[O-])cc1Cl (centres undefined),1756,1521
CSc1ccc(/C=N/Nc2cccc(C(=O)O)c2)cc1,1836,1628
CN(C)/C=C/c1onc(-c2c(F)cccc2Cl)c1C#N,1967,1689
CCCN(CCC)CC(O)CN1C(=O)N(CN2C(=O)N(CC(O)CN(CCC)CCC)C(=O)C2(C)C)C(C)(C)C1=O (centres undefined),1804,1425
Cc1ccc(NC(=O)c2ccc(Nc3ccccc3F)nc2)cc1,2003,1529
Cc1ccc(C)n1-n1c(C)nc2scc(-c3cccs3)c2c1=O,1641,1664
CCc1ccc(CN(C)C(=O)CCc2nnc(COc3ccccc3)o2)cc1,1944,1876
CC(=O)Nc1ccc(NC(=O)C(C)OC(=O)C2(c3ccc(Cl)cc3)CCCC2)cc1 (centres undefined),1887,1602
O=[N+]([O-])c1cccc(/C=N/Nc2nc(NCc3ccccc3)nc(N3CCOCC3)n2)c1O,1809,1572
Cc1cc(=O)cc(C)n1-c1ccc(Cl)cc1,1868,1642
CCOC(=O)N1CCN(S(=O)(=O)c2ccc(C(=O)Nc3nnc(CSC)o3)cc2)CC1,1785,1649
Cc1ccc(/C=N/NC(=O)c2c(-c3ccccc3)noc2C)o1,2006,1801
Cc1nnc(SCc2nc3sc4c(c3c(=O)[nH]2)CCCC4)[nH]c1=O,1900,1605
Cn1c(/C(C#N)=C/c2ccncc2)nc2ccccc21,1750,1413
Cc1cccc2cc(CN(Cc3cccnc3)C(=O)c3ccncc3)c(=O)[nH]c12,1941,1406
N#CCSc1nc2ccccc2c(=O)n1C1CCCCC1,1704,1717

Copied from the listing for reference:
Molecule,SRC1 TRFRET art,SRC3 TRFRET art
CNC(=O)/C(=C/c1ccc2c(c1)OCO2)NC(=O)c1ccc(Br)cc1,1778,1455
O=C(CCCN1CC=C(n2c(=O)[nH]c3ccccc32)CC1)c1ccc(F)cc1,1444&2085,1425&1572
N#CC(CO)(Cc1ccc(OC(F)F)cc1)c1nc2ccccc2[nH]1 (centres undefined),1692,1309

Next section.
Molecule,SRC1 TRFRET art,SRC3 TRFRET art
NC(=O)C1=C[C@@H](c2csc3ccccc23)C[C@@H](OCCCCO)O1,1561,1401
CN(C)CCn1c(=N)n(CC(O)c2ccc(Cl)c(Cl)c2)c2ccccc21 (centres undefined),1755,1557
Cc1ccc2c(c1)-c1ncc(C(=O)c3cc(Br)ccc3O)cc1CO2,1775,1414
O=C(COc1ccc(OCc2ccccc2)cc1)NN=C1CCCC1,1654,1467
O=C(Nc1cc(Cl)ccc1N1CCOCC1)c1ccc2c(c1)OCCO2,2049,1680
O=C1c2cccc3cccc(c23)C(=O)N1c1ccccn1,1529,1443
Cc1cc(C)c(-c2cc(C)nc3ncnn23)c(C)c1,1337,1261
Cc1cnc(NC(=O)CSc2nnc(N)s2)s1,1801,1661
Cc1ccc(-c2nn(-c3ccccc3)cc2CN(C)C(=O)CCC(=O)O)cc1C,1717,1613
CC(C)[C@@H]1NC(=O)c2cc([N+](=O)[O-])cc(I)c2NCC[C@@H](C(N)=O)NC(=O)[C@H](CO)NC1=O,1603,1644
O=C(O)CSc1nnc(CSc2nc3ccccc3s2)n1-c1ccccc1,1785,1422
Cc1ccc(N/C=C(\[N+](=O)[O-])S(=O)(=O)c2ccccc2)cc1,1874,1600
O=c1c2ccccc2nnn1Cc1cccc2ccccc12,1827,1590
Cc1ccc(C)c(NC(=O)CN(C)C(=O)/C=C/c2ccco2)c1,1787,1562
Cc1cc2cc(CCNC(=O)CC(C)(C)C)c(=O)[nH]c2cc1C,1736,1430
C#CCOCCOCCOCCNc1nc(N2CCN(C(=O)Cn3cc(CCCN=C(N)N)nn3)CC2)nc(N2CCN(C(=O)[C@H](C(C)C)n3cc(CCO)nn3)CC2)n1,1637,1435
Cc1ccc(Sc2ccc(CN3CCCC3)cc2[N+](=O)[O-])cc1,1822,1587
O=C(/C=C/c1ccco1)OCn1nnc2ccccc2c1=O,1940,1482
Cc1ccccc1C(=O)NC1CCN(Cc2nnnn2C(C)(C)C)CC1,1810,1590
Cc1ccc2c(C(=O)N3CCN(c4ccccc4)CC3)cc(-c3cccnc3)nc2c1C,2369*,1604

More compounds follow.
Molecule,SRC1 TRFRET art,SRC3 TRFRET art
NC(=O)COc1ccc2oc(-c3ccccc3)cc(=O)c2c1,1880,1682
Cc1cc(C)n2cc(CSc3ncn[nH]3)nc2n1,1938,1837
CCOc1cc(/C=C2\SC(=Nc3ccccc3)N(c3ccccc3)C2=O)ccc1OCC(=O)O,2048,1733
CCOC(=O)c1ccc(NC(=O)CC2S/C(=N/N=C/c3c[nH]c4ccccc34)NC2=O)cc1 (centres undefined),1767,1464
CC(C)(C)NC(=O)c1cccc(NC(=O)CSc2ccc(Cl)cc2)c1,1622,1486
COc1ccc(CCN2CC3=C(C2=O)C(c2ccccc2)NC(=O)N3C)cc1OC (centres undefined),2042,1785
O=S(=O)(c1ccc(Cl)cc1)N1CCC2(CC1)CO2,1640,1425
O=C(CN(Cc1ccccc1)C(=O)c1cccc([N+](=O)[O-])c1)Nc1c(Cl)cc(Cl)cc1Cl,1713,1527
CCOC(=O)Oc1ccc2oc(=O)cc(C)c2c1,2033,1532
O=C(O)c1ccccc1P(=O)(c1ccccc1)c1ccccc1,1773,1571
Oc1ccccc1/C=N/Nc1ccnc(SCc2ccccc2)n1,1912,1390
Cc1ccc(-n2cc(CNCCc3ncc(C)[nH]3)c(-c3ccc(F)cc3)n2)cc1,1599,1531
O=C(O)c1c2c(nc3ccc(S(=O)(=O)N4CCC(C(=O)NC5CCCC5)CC4)cc13)CCCCC2,1778,1546
S=C(NCCCN1CCOCC1)NC1CCCC1,1698,1541
CCOC(=O)C1CCN(Cc2ccc(N(C)C)cc2)CC1,1817,1759
C/C(CCc1ccc2c(c1)OCO2)=N\N=C1\NC(=O)CC(C(=O)Nc2ccccc2F)S1 (centres undefined),1773,1544
CCOc1ccc(-n2c(C)cc(/C=C3/C(=N)N4C(=NC3=O)SN=C4S(C)(=O)=O)c2C)cc1,1934,1739
Cc1ccc(S(=O)(=O)NCCSc2ncccn2)cc1,1811,1581
CC1CCCC(NC(=O)COC(=O)c2sc3ccccc3c2Cl)C1C (centres undefined),1971,1494
CCCn1c(SCC(=O)Nc2cccc(S(=O)(=O)N3CCCC3)c2)n[nH]c1=O,1911,1543

Later entries
Structure | SRC1 TRFRET art | SRC3 TRFRET art
Cc1ccc(C2=NNC(=O)C(c3c[nH]c4ccccc34)C2)cc1 (centres undefined) | 1737 | 1828
COc1ccc(N2C(=O)CC(S/C(N)=N/N=C/c3ccnc4ccccc34)C2=O)cc1 (centres undefined) | 1855 | 1638
O=C(O)C(Cc1c[nH]c2ccccc12)N1CCS(=O)(=O)CC1 (centres undefined) | 1866 | 1540
Cc1cccc(OCC(=O)Nc2cc(S(=O)(=O)N3CCCCC3)ccc2N2CCN(C)CC2)c1 | 1760 | 1624
O=C(Nc1ccc(N2CCOCC2)cc1)c1cccc(S(=O)(=O)N2CCCCCC2)c1 | 1525 | 1478
Cc1ccc(/C=C/C(=O)Nc2sc(C)c(C)c2C(=O)OC(C)C)o1 | 1693 | 1495
O=C(c1ccc(OC2CCN(Cc3ccccn3)CC2)cc1)N1CCCCCC1 | 1592 | 1579
O=S(=O)(Nc1ccc(N=Nc2ccccc2)cc1)c1ccccc1 | 1643 | 1507
O=C1CC(C(=O)Nc2ccc(Cl)cc2)n2ncnc2N1 (centres undefined) | 1425 | 1446
O=C(CCC1CCCN(Cc2ccc3c(c2)CCO3)C1)NCc1ccc(F)c(F)c1 (centres undefined) | 1715 | 1670
Cc1ccccc1NC(=O)Cn1nnc2ccccc21 | 1991 | 1628
COc1ccc(/C=N/NC(=O)c2cc(OC)c(OC)c(OC)c2)cc1CN1CCc2cc(OC)c(OC)cc2C1C (centres undefined) | 1882 | 1535
CN1CCN(C(=O)c2ccc(-n3cccn3)nc2)CC1 | 1853 | 1556
COC(=O)COc1ccc(C2NC(=O)NC(C)=C2C(=O)NCc2ccccc2)cc1OC (centres undefined) | 1725 | 1551
Cc1nccc2[nH]c(=O)c(C(=O)NC(C)CCc3ccccc3)cc12 (centres undefined) | 1495 | 1507
Cc1ccccc1C1(CCN2CCCCC2)CCOC(C)(C)C1 (centres undefined) | 1765 | 1542
CCOc1cc(N2CCOCC2)c(OCC)cc1NC(=O)c1ccco1 | 2031 | 1721
C#CCOCCOCCOCCNc1nc(N2CCN(C(=O)[C@H](CCCCN)n3cc([C@@H](N)CC(C)C)nn3)CC2)nc(N2CCN(C(=O)[C@H](Cc3ccc(O)cc3)n3cc([C@@H](N)CC(C)C)nn3)CC2)n1 | 1707 | 1548
Cc1oc2nc(SCC(=O)N3CCCCC3)nc(N)c2c1C | 2065 | 1755
Cc1nn(Cc2ccccc2Cl)c(Cl)c1C(=O)NCCc1ccccc1 | 1644 | 1594

Some of these compounds in order of formula weight, highest first.
Structure | SRC1 TRFRET art | SRC3 TRFRET art
O=C(c1ccc(OC2CCN(Cc3ccccn3)CC2)cc1)N1CCCCCC1 | 1592 | 1579
CCOc1cc(N2CCOCC2)c(OCC)cc1NC(=O)c1ccco1 | 2031 | 1721
Cc1nccc2[nH]c(=O)c(C(=O)NC(C)CCc3ccccc3)cc12 (centres undefined) | 1495 | 1507

Next records follow:
Structure | SRC1 TRFRET art | SRC3 TRFRET art
Cc1cccc(C)c1NC(=O)CCCCCC1NC(=O)NC1C (centres undefined) | 2092 | 1629
CCOCCCNC(=O)CN1C(=O)/C(=C/c2ccccc2C)Sc2ccccc21 | 1658 | 1532
COc1ccccc1CNC(=O)CSC1=NCCS1 | 1849 | 1716
Cn1ncc(C(N)=O)c1NC(=S)NC(=O)c1ccc(Br)o1 | 1620 | 1503
Cc1ccc2nc(-c3cccc(NS(C)(=O)=O)c3)cc(-c3ccccc3)c2c1 | 1901 | 1555
CCOC(=O)C1=C(CN2CC(C)CC(C)C2)NC(=O)NC1c1ccc2c(c1)OCO2 (centres undefined) | 1879 | 1565
CCOC(=O)N1CCC(NC(=O)CN2C(=O)CSc3ncccc32)CC1 | 1681 | 1521
O=S(=O)(c1ccc2ccccc2c1)N(CC1CO1)c1ccccc1 (centres undefined) | 1854 | 1668
COCCn1c(=NC(C)=O)sc2cc([N+](=O)[O-])ccc21 | 1849 | 1583
COc1cc(/C=N/NC(=O)Cc2ccc(Br)cc2)cc(OC)c1O | 1511 | 1543
CC(C)(C)C(=O)Nc1cc(C(F)(F)F)ccc1-n1ccnc1 | 1957 | 1699
O=C(CC1C(=O)NCCN1Cc1c(F)cccc1Cl)NCCc1ccccn1 (centres undefined) | 1634 | 1614
CCCC(=O)NNC(=O)c1ccoc1C | 1803 | 1760
Nn1c(SCc2ccc(Br)cc2)nnc1-c1ccncc1 | 1862 | 1608
O=C(C[n+]1cc(-c2ccccc2)n2c1CCC2)Nc1nc(-c2ccc(F)cc2)cs1 | 1904 | 1481
CCN(CC)CCN(C(=O)c1ccc(Br)s1)c1nc2cc3c(cc2s1)OCO3 | 2020 | 1730
S=C(NCCc1ccccc1)NCC1CCCO1 (centres undefined) | 1914 | 1591
COC(=O)c1ccc(COc2ccc(/C=N/O)cc2)o1 | 1957 | 1488
COc1cc(CCC(=O)OCC(=O)Nc2ccccc2OC(F)F)cc(OC)c1OC | 1914 | 1560
O=C(CNC(=S)N(CCCN1CCOCC1)Cc1cccs1)NC1CCCC1 | 1692 | 1534

(continued)
Structure | SRC1 TRFRET art | SRC3 TRFRET art
COc1ccc(CCNC2CC(=O)N(C3CCCCC3)C2=O)cc1OC (centres undefined) | 1852 | 1716
Cc1[nH]c2ccccc2c1CN1CCC(CO)(Cc2ccccc2)CC1 | 1727 | 1602
C=CCn1c(Cc2cccc3ccccc23)n[nH]c1=S | 1592 | 1733
COc1ccc(CN(CC2CCCO2)C(=O)c2cc3ccccc3oc2=O)cc1 (centres undefined) | 1812 | 1669
CCN1CCN(c2cc3nc(C)n(Cc4ccccc4)c(=O)c3cc2NC(=O)c2ccccc2F)CC1 | 2012 | 1589
COCCCN=C1NN=C(c2cc(C)n(-c3ccccc3F)c2C)CS1 | 1759 | 1471
O=C(Nc1cccc(S(=O)(=O)NC2=NCCCCC2)c1)c1cc(-c2ccncc2)nc2ccccc12 | 1976 | 1549

Record cards (already shown). Screens in order: SRC1 TRFRET art | SRC3 TRFRET art
`CCN1CCN(c2cc3nc(C)n(Cc4ccccc4)c(=O)c3cc2NC(=O)c2ccccc2F)CC1` is listed as 2012 | 1589
`C=CCn1c(Cc2cccc3ccccc23)n[nH]c1=S` is listed as 1592 | 1733
`COc1ccc(CN(CC2CCCO2)C(=O)c2cc3ccccc3oc2=O)cc1` (centres undefined) is listed as 1812 | 1669
`Cc1[nH]c2ccccc2c1CN1CCC(CO)(Cc2ccccc2)CC1` is listed as 1727 | 1602

High-throughput results from PubChem BioAssay.
